From PubChem
HEK293 NOD2/NF-kB – NOD2 signaling inhibitors, cell-based, luminescence, uHTS, HEK293 (AID 1566); HEK293 NOD2/NF-kB luciferase reporter, luminescence; higher % means a stronger effect; inhibition, % at 4 µM, or EC50 in µM where a hit was titrated; actives 0.63% (n = 290,000); in the data active means inhibition above about 50%; further: many of its hits are not listed in these tables
Hep lipid drop – modulators of hepatic lipid droplet formation; AML12 mouse hepatocytes, oleate lipid droplets, BODIPY imaging; inhibition, % at 6.5 µM; actives 0.4% (n = 240,000); AID 1656;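 active means lipid droplet intensity inhibited by at least 50%, with more than 500 cells counted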
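Test system: AML12 hepatocytes (mouse); reagent: oleate loading, 100 µM; dosing: one dose, 6.5 µM compound; incubation: overnight exposure; signal: fluorescence imaging, 20x objective, two fields per well; read-out basis: % inhibition of corrected integrated BODIPY droplet signal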
Hep lipid drop cells 6.5 µM – also measured in Hep lipid drop; calls as there; cell count; measured here: cell count, cytotoxicity flag;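 cells counted across two imaged fields per well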
* = called active by the depositor.

molecule	HEK293 NOD2/NF-kB	Hep lipid drop cells 6.5 µM	Hep lipid drop
COc1ccc(C(=O)N2CCc3cc(OC)c(OC)cc3C2c2ccc(OC)c(OC)c2)cc1 (configuration not stated)	0%	789	-3
Cc1ccnc(NC(=O)c2ccc(Cl)s2)c1	-68%	766	4
Cc1c(NC(=O)Nc2cccc(C#N)c2)c(=O)n(-c2ccccc2)n1C	-14%	834	-5
CCOc1ccc(C(=O)CCCC(=O)c2ccc(OCC)cc2)cc1	-6%	825	-3
CCN1CCN(C(=O)C2CCN(c3nnc(C)c4c(C)n(-c5ccc(C)cc5)nc34)CC2)CC1	14%	715	-4
O=C(COCc1cc(-c2ccc3c(c2)OCO3)on1)N1CCCCC1	-37%	667	0
C=CCOc1ccc(C(=O)O)cc1Cl	10%	762	9
CCN(CC)CCCNC(=O)c1cc(Nc2ccc(OC)cc2)nc2ccccc12	-4%	832	2
Cc1ccc(C(=O)OCC(=O)N2CC(C)OC(C)C2)cc1 (configuration not stated)	-15%	785	2
O=C(c1ccccc1F)N1CCN(C(=O)C2CC2)CC1	10%	699	-2
O=C(N/C(=C/c1ccccc1Cl)C(=O)N1CCCCC1)c1ccco1	6%	698	1
COc1ccc(C(c2nnnn2C2CCCC2)N2CCN(C(=O)c3ccco3)CC2)cc1OC (configuration not stated)	23%	762	6
Cc1ccc(-n2c(SCC(=O)O)nc3sc4c(c3c2=O)C(C)CCC4)cc1 (configuration not stated)	26%	424	3
Cc1cc([N+](=O)[O-])nn1CCCC(=O)Nc1ccc2c(c1)OCO2	17%	687	-6
COc1ccc(/C=C(\NC(=O)c2ccco2)C(=O)N2CCCCC2)cc1	9%	791	9

Reprinted from the part before: seven compounds, followed by the next part.
molecule	HEK293 NOD2/NF-kB	Hep lipid drop cells 6.5 µM	Hep lipid drop
Cc1ccc(C(=O)OCC(=O)N2CC(C)OC(C)C2)cc1 (configuration not stated)	-15%	785	2
O=C(c1ccccc1F)N1CCN(C(=O)C2CC2)CC1	10%	699	-2
O=C(N/C(=C/c1ccccc1Cl)C(=O)N1CCCCC1)c1ccco1	6%	698	1
COc1ccc(C(c2nnnn2C2CCCC2)N2CCN(C(=O)c3ccco3)CC2)cc1OC (configuration not stated)	23%	762	6
Cc1ccc(-n2c(SCC(=O)O)nc3sc4c(c3c2=O)C(C)CCC4)cc1 (configuration not stated)	26%	424	3
Cc1cc([N+](=O)[O-])nn1CCCC(=O)Nc1ccc2c(c1)OCO2	17%	687	-6
COc1ccc(/C=C(\NC(=O)c2ccco2)C(=O)N2CCCCC2)cc1	9%	791	9
Cn1c(=O)c2c(nc3n2CC(COc2ccccc2)O3)n(C)c1=O (configuration not stated)	1%	834	-2
O=C(Cn1c(=O)[nH]c2ccccc2c1=O)Nc1ccc2c(c1)OCCO2	-5%	694	31
Cc1ccc(C(C)C)c(OCC(=O)Nc2ccc3c(c2)nc(CCN2CCCCC2)n3C)c1	21%	703	-6
COCCNC(=O)C(c1ccc(C)cc1)N(C(=O)CCC(=O)Nc1ccccn1)c1ccc(F)cc1 (configuration not stated)	-7%	824	-3
CN(Cc1ccccc1)C(=O)CN1C(=O)NC(C)(c2ccc(C(C)(C)C)cc2)C1=O (configuration not stated)	-9%	699	2
CCOC(=O)N1CCN(CC(=O)Nc2nc3ccc(OC)cc3s2)CC1	-4%	809	-14
Cc1cccc(C(=O)NCCNC(=O)c2cccnc2)c1	4%	813	40
Cc1ccc(-c2nnn3c2nc(NC(C)C)c2ccccc23)cc1	8%	795	-11
CC1=C(C(=O)OCc2ccccc2)C(c2ccc([N+](=O)[O-])cc2)NC(=O)N1C (configuration not stated)	8%	852	0
CS(=O)(=O)c1ccccc1C(=O)NCCC(c1ccccc1)c1ccccc1	5%	806	2
Cc1ccc2c(C)c(C(=O)N(C)C(C)c3ccon3)oc2c1C (configuration not stated)	-46%	831	-19
O=C(COc1ccc(S(=O)(=O)N2CCCC2)cc1)NCc1ccccn1	-6%	867	13
COc1ccccc1NC(=O)Cc1nnc(SCC(=O)c2ccc(F)cc2)n1C	-2%	809	10
CC(=O)c1cnc2nc(SCc3ccccc3)nn2c1C	-10%	799	6
COc1ccc(/C=C2\SC(=S)N(CCC(=O)N(CCO)Cc3ccccc3)C2=O)cc1OC	12%	806	-19
CNC(=O)c1c[nH]c2ccc(S(=O)(=O)Nc3cccc(SC)c3)cc2c1=O	1%	790	0
O=C(NC(=S)Nc1cccc2c(O)cccc12)c1ccco1	-98%	812	-22
N#Cc1ccccc1CCN1C(=O)c2ccccc2C1=O	5%	838	9
CCc1nn2c(NCCCO)cc(C)nc2c1-c1ccc(F)cc1	7%	763	41
CCOC(=O)C1CCN(S(=O)(=O)c2ccc(CN3C(=O)c4cccnc4C3=O)cc2)CC1	-25%	772	2
Cc1ccc(CCNC(=O)C2CCCN(S(=O)(=O)N3CC(C)CC(C)C3)C2)cc1 (configuration not stated)	2%	652	7
Cc1ccc(OCCC(=O)Nc2ccccc2C(=O)NC2CC2)cc1	-3%	704	4
COc1ccc(S(=O)(=O)N2CN3CCN(C3)C2)cc1OC	-3%	832	-2
N/C(=N\OC(=O)c1ccccc1Cl)c1cccc([N+](=O)[O-])c1	-139%	806	-2
CCOC(=O)Cc1csc(NC(=O)c2ccc3ncsc3c2)n1	-4%	647	-53
O=C(O)/C(=C\c1ccccc1OC(F)F)c1ccc(-c2ccccc2)cc1	35%	764	-16
Cc1ccc(C2=NS(=O)(=O)N(C)C(C(=O)NCc3ccc4c(c3)OCO4)=C2)cc1	-23%	704	-10
COc1ccc(NC(=O)C2CCCN2C(=O)NC2CCCCC2)c(OC)c1 (configuration not stated)	2%	771	-4
Cc1ccc(N2C(=O)C3C4C=CC(CC4)C3C2=O)cc1[N+](=O)[O-] (configuration not stated)	10%	782	4
COc1ccc(CNC(=O)CN(Cc2ccco2)C(=O)CCC(=O)Nc2ccccn2)cc1	-5%	781	-3

Next section, overlapping the part above by 2 compounds.
molecule	HEK293 NOD2/NF-kB	Hep lipid drop cells 6.5 µM	Hep lipid drop
Cc1ccc(N2C(=O)C3C4C=CC(CC4)C3C2=O)cc1[N+](=O)[O-] (configuration not stated)	10%	782	4
COc1ccc(CNC(=O)CN(Cc2ccco2)C(=O)CCC(=O)Nc2ccccn2)cc1	-5%	781	-3
O=C(C1CCCO1)N1CCN(S(=O)(=O)c2ccc(Br)cc2)CC1 (configuration not stated)	2%	639	-14
COc1ccc(OC)c(S(=O)(=O)N2CCC(C(=O)NCc3cccnc3)CC2)c1	-5%	804	0
Cc1ccc(S(=O)(=O)n2ccc3c(OCCOCCNCc4ccc(F)cc4)cccc32)cc1	25%	657	1
Cc1ccc(Nc2c([N+](=O)[O-])ccc3nonc23)c(C)c1	-2%	400	-9
CCCCN(C)C(=O)C1CCN(Cc2cccc(OCc3ccccc3)c2)CC1	-20%	784	-5
CCOc1ccc(N(C(=O)c2ccc3c(c2)OCO3)C2C=CS(=O)(=O)C2)cc1 (configuration not stated)	0%	893	5
Cc1ccc(S(=O)(=O)CCC(=O)Nc2ccc(Br)cc2)cc1	26%	781	-5
CN(c1ccccc1)c1nc(N)c([N+](=O)[O-])c(N2CCCC2)n1	-25%	804	-9
COc1ccc(CCNC(=O)c2ccc(S(=O)(=O)N(C)c3ccccc3)cc2)cc1OC	17%	619	-2
O=C(c1ccc(CS(=O)Cc2ccc(Cl)cc2)o1)N1CCN(c2cccc(Cl)c2)CC1 (configuration not stated)	19%	687	-2
COc1ccc(N(CC(=O)NCc2ccccc2Cl)S(=O)(=O)c2c(C)n[nH]c2C)cc1	-9%	693	1
Cc1cc(NC(=O)c2ccc(C)o2)no1	2%	714	2
CN(C)S(=O)(=O)c1ccc(C(=O)NCC(=O)Nc2ccc(F)c(F)c2)cc1	5%	885	18
COc1ccc(CCN2CCCn3c2nc2c3c(=O)n(CC(N)=O)c(=O)n2C)cc1OC	-22%	845	-4
COc1ccc(/C(C)=N/NC(=O)c2nnn(-c3nonc3N)c2-c2ccccc2)cc1	6%	784	-5
O=C(NCCN1C(=O)S/C(=C\c2cccc(Cl)c2Cl)C1=O)C1=COCCO1	-18%	787	-1
Cc1ccc(CN2C(=O)c3ccccc3Sc3ccc(C(=O)NCCCN4CCOCC4)cc32)cc1	1%	762	34
Cc1ccccc1-n1ncc(C(C)NS(=O)(=O)c2ccccc2Cl)c1C (configuration not stated)	17%	702	4
COCc1c(Br)c(C)nc2sc3c(=O)[nH]nnc3c12	-14%	402	-16
CCCOc1ccc(C(=O)NNC(=S)NC(=O)c2ccccc2)cc1	-85%	696	12
CCOc1ccc(S(=O)(=O)N(C)C2CCCCC2)cc1	5%	843	-2
CC1CCN(C(=O)CSc2n[nH]c(-c3cccs3)n2)CC1	14%	880	8
COc1ccc(CNC(=S)NNC(=O)c2cc3ccccc3o2)cc1	22%	747	-1
O=C(Cc1ccccc1[N+](=O)[O-])NNC(=O)Nc1ccc2c(c1)OCO2	2%	856	-1
O=C(NCc1ccccc1)C(c1ccccc1)N(C(=O)c1csnn1)C1CCCC1 (configuration not stated)	14%	779	40
COc1cccc(-c2nc(C(=O)NCCCN3CCOCC3)cc3c2[nH]c2ccccc23)c1	29%	794	1
COc1ccccc1/C=C1\SC(=S)N(CCC(=O)NNC(=O)c2ccccc2O)C1=O	-12%	870	2
COCCCn1c(=O)c2sccc2n(Cc2ccccc2)c1=O	6%	792	-4
CN1CCSc2ccc(C(=O)NCc3cccc(Br)c3)cc21	6%	745	-16
O=C(COc1cccnc1[N+](=O)[O-])NCc1ccccc1	-36%	865	-1
CC1=C(C(=O)OC2CCCCC2)C(c2ccc(F)cc2)NC(=O)N1 (configuration not stated)	28%	833	-4
Cc1ccc(C(=O)N/N=C\c2ccc(OC(=O)c3cccc(F)c3)cc2)cn1	18%	755	16
O=C(O)CCc1ccc(S(=O)(=O)Nc2ccccc2C(=O)NCCc2ccccc2)cc1	-19%	768	31
Cc1ccc(C(=O)Nc2ccccc2C(=O)N2CCCCC2C)cc1 (configuration not stated)	20%	787	-13
COc1ccc(CCN2CCCC(CN(C)Cc3cccc(OC)c3)C2)cc1 (configuration not stated)	-23%	752	-7
O=C(Cn1nc(-c2ccco2)ccc1=O)Nc1cc(Cl)ccc1Cl	18%	743	2
CCN(Cc1ccc(NC(C)=O)cc1)CC1CCCN(CCc2cccc(OC)c2)C1 (configuration not stated)	-5%	742	0
S=C(NCCCc1ccccc1)Nc1ccc(Br)cc1	44%	729	-5
CCC1C(=O)Nc2ccccc2N1C(=O)COc1ccccc1 (configuration not stated)	17%	830	6
Cc1ccc(Cl)cc1NC(=O)NCc1ccccn1	13%	855	18
Cc1cc(C)cc(NC(=S)N2CC(C)OC(C)C2)c1 (configuration not stated)	-9%	677	24
COC(=O)CCCC(=O)N1CCCC(N(C)CCc2ccccc2)C1 (configuration not stated)	0%	772	-36
COc1ccc(NC(=O)CN(C)S(=O)(=O)c2ccc3c(c2)n(C)c(=O)c(=O)n3C)cc1	8%	733	12
O=C(COc1ccc(F)cc1F)NNC(=O)Nc1cccc([N+](=O)[O-])c1	8%	804	0
CCCCCCCNC(=O)c1cc(-c2ccncc2)nc2ccccc12	-11%	827	7
CCn1cc(C(=O)N2CCCC2)c(=O)c2cc(S(=O)(=O)N3CC(C)CC(C)C3)ccc21 (configuration not stated)	-7%	777	-8
CCOc1ccc(N(CC(=O)Nc2ccccc2F)S(=O)(=O)c2c(C)[nH]c(=O)[nH]c2=O)cc1	5%	741	6
COCC(C)NC(=O)Cn1c(SCc2ccccc2)nc2ccccc21 (configuration not stated)	-4%	781	-7
CC(C)c1ccc(-c2nnc(SCC(=O)NC3CC3)n2C)cc1	12%	767	-6
CC1CN(CCc2ccccc2)c2nc3c(c(=O)n(CC(N)=O)c(=O)n3C)n2C1 (configuration not stated)	15%	789	-4
O=C(NC1CCCC1)C(c1cccnc1)N(C(=O)c1ccco1)c1ccc(F)cc1 (configuration not stated)	-5%	787	-4
C[C@@H]1CCC(=O)N(CC[C@H](Oc2ccccc2)c2ccccc2)CC1	0%	793	-2
CCN1C(=O)[C@H]2[C@@H](c3ccc(C)cc3)N3C(=O)N(c4ccc(C(F)(F)F)cc4)C(=O)[C@@]3(CC)[C@H]2C1=O	-1%	809	8
O=C(O)C1CCCN1C1=NS(=O)(=O)c2ccccc21 (configuration not stated)	5%	863	2
COC(=O)c1ccccc1NC(=O)CSc1n[nH]c(-c2ccco2)n1	2%	763	-16
O=C(NC1CCCCC1)C1CC(=O)N(c2ccccc2)C1 (configuration not stated)	-3%	791	-16
O=C(CCCn1c(=S)[nH]c2cc3c(cc2c1=O)OCO3)NCc1cccc(Cl)c1	21%	738	-3
O=C1/C(=C/c2ccc(Br)cc2)Oc2cc(O)ccc21	-8%	794	-6
COCCn1c(SCC(=O)NC2CCCC2)nnc1C(C)C	-10%	816	8
COc1ccc(C2c3[nH]c4ccccc4c3C[C@H]3C(=O)N(CCCO)CC(=O)N23)c(OC)c1 (some centres not stated)	-4%	812	-5
CCOC(=O)c1cccc(NC(=O)CCn2nc(C)c(S(=O)(=O)N3CCCCC3)c2C)c1	17%	769	-9
COc1cccc(C(=O)N/N=C(\C)CC(=O)Nc2ccc(N(C)C)cc2)c1	1%	804	-10

An excerpt, so the mix of outcomes need not match the whole.
